# TbHK1 inh: Trypanosoma brucei hexokinase 1 inhibitors, primary screen, biochemical, G6PDH-coupled NADH absorbance, MLSCN library; AID 1430, 2008; inhibition, % at 10 µM; recombinant TbHK1, G6PDH-coupled NADH A340; hit rate 0.11% among 220,000;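 active means inhibition of 50% or more in the single-dose primary screen; inactive means inhibition below 50%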
# Furin inh: human furin inhibitors, primary screen, biochemical, fluorescence intensity; purified furin, fluorogenic substrate cleavage; inhibition, % at 30 µM; hit rate 0.061% among 220,000; in the data active means inhibition above about 25%; further: inactives centre near -15
# m-calpain inh: inhibitors of pig calpain II, primary screen, biochemical, fluorogenic peptide substrate, 1536-well. purified calpain II, 30 min. inhibition, % at 16 µM. hit rate 0.37% among 220,000;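 active means inhibition above about 50%, limit read from the data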
# Runt-CBFb FRET: inhibitors of RUNX1 Runt–CBFb binding, primary screen, biochemical, FRET, Cerulean-Runt, Venus-CBFb, uHTS. Runt-related transcription factor 1 (Homo sapiens) + Core-binding factor subunit beta …. Cerulean-Runt/Venus-CBFb FRET ratio 530/480, 1 h. inhibition, % at 20 µM. hit rate 0.46% among 220,000. AID 1496, 2009;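 active means inhibition over about 50% at 20 µM in the single-dose screen, limit read from the data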;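 further: 0% = DMSO wells and 100% = excess unlabeled CBFb competitor control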
#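 Assay system: Cerulean-Runt domain fusion protein, energy donor; Signal: fluorescence energy transfer, 422 nm excitation, 530/480 nm emission; Timing: 1 h compound exposure, room temperature; Control set: unlabeled CBFb; Medium: Tris buffer pH 7.5 with salts and BSA; Compound: single test concentration of 20 µM, 1% DMSO final; Probe or stimulus: Venus-CBFb 100 nM.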
# EBV gp42 inh: Epstein-Barr virus gp42 inhibitors, primary screen, biochemical, uHTS, fluorescence polarization; Glycoprotein 42 (Epstein-Barr virus (strain AG876)), Q1HVG2; Fluorescence polarization binding assay, mP read-out; inhibition, % (tested at 21.74 µM); hit rate 0.42% among 220,000; in the data active means inhibition above about 50%
# Target sequence (Q1HVG2 whole entry, looked up): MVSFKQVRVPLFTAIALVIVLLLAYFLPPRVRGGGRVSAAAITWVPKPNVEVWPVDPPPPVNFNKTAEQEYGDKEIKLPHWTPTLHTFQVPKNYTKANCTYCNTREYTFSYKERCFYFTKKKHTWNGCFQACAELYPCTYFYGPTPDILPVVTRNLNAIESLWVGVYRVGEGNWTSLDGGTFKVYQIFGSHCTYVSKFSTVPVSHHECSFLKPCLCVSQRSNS
# p97 inhibitor: inhibitors of human p97 ATPase, primary screen, biochemical; Transitional endoplasmic reticulum ATPase (Homo sapiens), P55072; recombinant p97 ATPase, Kinase-Glo ATP luminescence, 3 h; hit rate 0.42% among 220,000; inhibition, % at 8 µM; in the data active means inhibition above about 15%;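 further: 0% = DMSO vehicle and 100% = wells lacking enzyme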
# Target sequence (P55072 whole entry, looked up): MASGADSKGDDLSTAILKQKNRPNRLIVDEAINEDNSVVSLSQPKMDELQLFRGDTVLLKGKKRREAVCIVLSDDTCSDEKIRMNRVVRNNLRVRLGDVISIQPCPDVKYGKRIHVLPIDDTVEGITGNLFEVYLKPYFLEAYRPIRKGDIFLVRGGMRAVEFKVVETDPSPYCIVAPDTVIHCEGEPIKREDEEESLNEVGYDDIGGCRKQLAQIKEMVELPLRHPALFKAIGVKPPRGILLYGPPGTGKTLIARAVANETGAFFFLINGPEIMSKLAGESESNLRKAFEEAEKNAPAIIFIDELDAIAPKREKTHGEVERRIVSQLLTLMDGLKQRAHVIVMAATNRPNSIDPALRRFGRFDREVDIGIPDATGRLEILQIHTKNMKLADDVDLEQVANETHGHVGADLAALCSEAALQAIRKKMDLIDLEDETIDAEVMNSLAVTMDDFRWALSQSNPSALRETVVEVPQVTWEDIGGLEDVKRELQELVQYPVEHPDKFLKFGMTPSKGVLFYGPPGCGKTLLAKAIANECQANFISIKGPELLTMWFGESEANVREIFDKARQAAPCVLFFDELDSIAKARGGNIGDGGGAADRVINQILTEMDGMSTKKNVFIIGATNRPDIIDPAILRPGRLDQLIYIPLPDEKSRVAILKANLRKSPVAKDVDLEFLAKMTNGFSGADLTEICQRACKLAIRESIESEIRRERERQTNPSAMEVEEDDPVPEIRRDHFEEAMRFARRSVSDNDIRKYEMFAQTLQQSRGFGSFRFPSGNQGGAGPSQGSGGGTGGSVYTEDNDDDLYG
# Runt-SMMHC FRET: inhibitors of RUNX1 Runt–CBFb-SMMHC binding, primary screen, biochemical, FRET, Cerulean-Runt, Venus-CBFb-SMMHC, uHTS; inhibition, % at 20 µM; Runt-related transcription factor 1 (Homo sapiens) + Core-binding factor subunit beta …; AID 1434, 2008; Cerulean-Runt/Venus-CBFb-SMMHC FRET ratio 530/480, 1 h; hit rate 0.74% among 220,000;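 active means mean inhibition across duplicate retests at 20 µM reaching about 50%, limit read from the data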;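 further: 0% = DMSO wells and 100% = wells with excess untagged CBFb-SMMHC; inhibitors lower the FRET ratio by blocking Runt binding to CBFb-SMMHC; some results filed as inactive read as strong as hits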
# RBBP9 inh: human RBBP9 inhibitors, primary screen, biochemical, fluorescence polarization, FP-Rh probe, HTS. inhibition, % at 7.94 µM. hit rate 0.2% among 220,000. recombinant RBBP9. Serine hydrolase RBBP9 (Homo sapiens), O75884. AID 1515, 2009;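 active means inhibition above the campaign mean of all tested compounds plus 3 SD, cut at about 14% in these data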;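 further: plate controls were DMSO wells with RBBP9 for no effect and wells lacking RBBP9 protein for full effect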
#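 Material: RBBP9 protein. Amount: RBBP9 at 2.5 µM in dispensed solution, before mixing. Schedule: 30 min then 45 min, 25 °C. Medium: Tris buffer pH 8.0, NaCl, Pluronic. Measured by: fluorescence polarization. Measure: percent inhibition from mP, scaled between DMSO and no-protein wells. Replication: one well per compound.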
# NCF1 inh: p47phox/p22phox peptide binding inhibitors, primary screen, biochemical, uHTS, NADPH oxidase regulatory subunit; fluorescence polarization, 2 h; hit rate 0.53% among 220,000; inhibition, % at 24.7 µM;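 active means inhibition above about 30%, limit read from the data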;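 further: 0% = p47phox with labelled peptide and 100% = labelled peptide alone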
# Starred values were filed as active, the others as inactive; . = no result given; [ ] = dose if it differs, or a comment.
SMILES,TbHK1 inh,Furin inh,m-calpain inh,Runt-CBFb FRET,EBV gp42 inh,p97 inhibitor,Runt-SMMHC FRET,RBBP9 inh,NCF1 inh
O=S(=O)(Nc1cccc2ccccc12)N1CCCC1,-5,-18[20 µM],-90,3,-16,0,1,-2,-6
COc1ccc(NS(=O)(=O)c2ccc(O)c(C(=O)OCC(=O)N3CC(C)OC(C)C3)c2)cc1 (stereo not drawn),-1,-18,16,-1,-3,3,3,-4,-1
Cc1ccc(SCc2[nH]nc3c2C(C(C)C)C(C#N)=C(N)O3)cc1 (stereo not drawn),9,-20[20 µM],6,.,14,-1,-1,-6,-10
COC(=O)c1ccccc1NC(NC(=O)c1ccco1)C(=O)c1ccc(C)cc1 (stereo not drawn),4,-25,-62,-2,-12,6,-2,-8,-8
CCOc1cc(/C=C2/C(=N)N3C=CSC3=NC2=O)ccc1OCCCOc1ccccc1C,-18,-12[20 µM],-116,.,-22,-5,-110,-8,-24
Cc1c(Cl)c([N+](=O)[O-])nn1CC(=O)NCC(C)C,-2,-11,-1,0,-13,3,1,-7,-6
NC(=O)c1ccc2c(c1)OCCO2,-2,0,-35,0,0,-1,1,-5,-8
O=C1NC(c2cn(-c3ccccc3)nc2-c2cccs2)C(C(=O)c2cccnc2)C(O)(C(F)(F)F)N1 (stereo not drawn),-8,-16[20 µM],13,-1,2,0,1,-3,0
Cc1cccc(N2C(=O)CSC23CCCCC3)c1,-1,-5,-7,-1,1,-1,0,-7,4
C#CCSC1=C(C#N)C(c2cccs2)C(C(=O)OCC)=C(C)N1 (stereo not drawn),-13,-7,-104,2,-13,2,-6,-3,-45
COc1ccc(Cc2nc3c4c(ncn3n2)Oc2ccc3ccccc3c2C4c2ccc(OC)c(OC)c2)cc1 (stereo not drawn),-17,-25,-1,-3,-16,-1,4,-6,-10
CCOC(=O)Cn1c(=NC(=O)CSC(C)=O)sc2cc(OC)ccc21,-22,-7[20 µM],-38,2,-18,-3,-3,3,-20
Cc1nc(N)nc(N)c1/C=C/C(C)(C)c1ccc(Cl)cc1,9,-11,26,-2,-6,3,-5,10,-6
O=C(COc1ncnc2ccccc12)N1CCN(c2ccccc2)CC1,1,-26,-16,3,-25,6,-1,-8,0
Cc1sc2ncn(CC(=O)NCCCC(=O)N3CCN(c4ccccn4)CC3)c(=O)c2c1C,33,1,12,0,-5,0,-10,0,-13
O=C(CCc1ccccc1)Nc1ccc(F)c([N+](=O)[O-])c1,-3,-14,32,1,1,-3,2,-7,5
CCNCc1cc([N+](=O)[O-])ccc1OCC,-14,-14,16,0,-7,11,1,2,-14
O=C(Cn1nc(-c2ccccc2)ccc1=O)N1CCOCC1,2,-24,.,.,.,5,.,-5,.
COc1cccc(/C=N/n2c(C)nc3ccccc3c2=O)c1O,-6,-22,-3,-2,1,2,-12,8,-2
CC(C)CNS(=O)(=O)c1ccc(NC(=O)Cn2nc(-c3ccc(F)cc3)ccc2=O)cc1,-1,-12,0,-1,-4,3,-2,-14,-7

# 7 neighbouring compounds already listed:
SMILES,TbHK1 inh,Furin inh,m-calpain inh,Runt-CBFb FRET,EBV gp42 inh,p97 inhibitor,Runt-SMMHC FRET,RBBP9 inh,NCF1 inh
O=S(=O)(Nc1cccc2ccccc12)N1CCCC1,-5,-18[20 µM],-90,3,-16,0,1,-2,-6
COc1ccc(NS(=O)(=O)c2ccc(O)c(C(=O)OCC(=O)N3CC(C)OC(C)C3)c2)cc1 (stereo not drawn),-1,-18,16,-1,-3,3,3,-4,-1
Cc1ccc(SCc2[nH]nc3c2C(C(C)C)C(C#N)=C(N)O3)cc1 (stereo not drawn),9,-20[20 µM],6,.,14,-1,-1,-6,-10
COC(=O)c1ccccc1NC(NC(=O)c1ccco1)C(=O)c1ccc(C)cc1 (stereo not drawn),4,-25,-62,-2,-12,6,-2,-8,-8
CCOc1cc(/C=C2/C(=N)N3C=CSC3=NC2=O)ccc1OCCCOc1ccccc1C,-18,-12[20 µM],-116,.,-22,-5,-110,-8,-24
Cc1c(Cl)c([N+](=O)[O-])nn1CC(=O)NCC(C)C,-2,-11,-1,0,-13,3,1,-7,-6
NC(=O)c1ccc2c(c1)OCCO2,-2,0,-35,0,0,-1,1,-5,-8

# Following part
SMILES,TbHK1 inh,Furin inh,m-calpain inh,Runt-CBFb FRET,EBV gp42 inh,p97 inhibitor,Runt-SMMHC FRET,RBBP9 inh,NCF1 inh
N#CN(CC(N)=O)c1nc(N2CCCCC2)nc(N2CCCCC2)n1,12,-1,-21,-2,-9,0,2,4,-8
CCNC(=S)NNC(=O)c1csc2c1CCCC2,0,-23[20 µM],5,-2,-2,-2,2,-4,-1
O=C(NCc1ccccn1)C1CC(c2ccc(Cl)c(Cl)c2)=NO1 (stereo not drawn),4,-15[20 µM],3,-1,-5,-6,-1,-5,-3
Clc1ccccc1Cn1nnc2c(Nc3ccccc3)ncnc21,-2,-17,-102,-3,-11,1,0,-11,-7
O=C(N/N=C/c1c[nH]c2ccccc12)C1CC(=O)N(c2ccccc2)C1 (stereo not drawn),-7,-18,-6,-1,-5,2,0,-3,-15
Cc1ccc(Cn2nc(C)c(NC(=O)c3cc(-c4ccco4)on3)c2C)cc1,14,-25,-16,-2,-14,-1,-4,-6,-29
COc1ccc(/C(N)=N/OC(=O)c2ccc([N+](=O)[O-])c(C)c2)cc1OC,-6,-21,27,2,1,8,1,2,6
COc1ccc(Cl)c(NC(=O)Cn2nnc(-c3ccccc3N)n2)c1,35,3,0,-2,-19,3,-2,-8,-16
CCc1nc(C)cn1S(=O)(=O)c1cc(C)c(OC)c(C)c1C,7,-27[20 µM],-12,2,-9,2,5,-5,-15
COC(=O)C1=C(C)C(c2ccc(OC)cc2)NC(=S)N1 (stereo not drawn),-10,-12[20 µM],3,-1,-17,3,-1,-5,-3
COc1ccc(N2C(=O)CC(N3CCN(S(=O)(=O)c4c(F)cccc4F)CC3)C2=O)cc1OC (stereo not drawn),-1,-5[20 µM],4,-1,3,4,0,-7,-6
COc1cccc(OC)c1C(=O)Nc1ccc(N2CCN(S(C)(=O)=O)CC2)cc1,9,-11,-1,-2,-30,5,-5,6,-7
CCC(C)(C)NC(=O)CN(Cc1cccs1)C(=O)CCC(=O)Nc1nccs1,3,-18[20 µM],-28,-3,-8,3,2,0,-19
CCOC(=O)CC(NC(=O)C1c2ccccc2Oc2ccccc21)c1ccccc1Cl (stereo not drawn),-4,-28,13,2,4,-6,1,-6,-5
CC(C)(C)NC(=O)CN(C(=O)CS(=O)CC(=O)Nc1ccc(F)cc1)c1ccccc1 (stereo not drawn),1,-14,-50,-88,-30,-3,-1,-4,-17
CCCCCOc1ccc(N2C(=O)C3C4C=CC(C3C2=O)N(C)C4=O)cc1 (stereo not drawn),-6,-14[20 µM],-12,-4,-7,4,10,0,5
O=C(COc1ccccc1)Nc1ccccc1C(=O)NCc1ccco1,2,-3,-37,-2,-12,-6,-2,-5,-2
Cc1ccsc1/C=N/NC(=O)c1ccccn1,-4,7,7,0,2,-10,2,-8,0
COc1ccccc1NS(=O)(=O)c1cccc(C(=O)NNC(=O)C(NC(N)=O)C(C)C)c1 (stereo not drawn),-9,-15,-14,1,-9,8,-6,5,-21
CC(=O)c1ccc(N2CCN(C(=O)C3CCC3)CC2)cc1,-38,-10[20 µM],32,0,0,5,-6,1,-6
CN1CCN(CCC(=O)Nc2ccc3c(c2)OCO3)CC1,-2,-20[20 µM],-20,-1,-9,3,0,-6,-16
Cn1c(=O)[nH]c(=O)c2c1nc(NCCCO)n2CCCc1ccccc1,4,-8,16,2,-16,0,-4,4,5
Cc1cc(C)c2c(CN3CCN(Cc4ccc5c(c4)OCO5)CC3)cc(=O)oc2c1C,12,-16,18,-5,-15,5,-14,-11,-9
COc1ccc(-c2cc(C(=O)Nc3c(C)nn(Cc4ccc(Cl)cc4)c3C)no2)cc1,2,-6[20 µM],-23,2,-5,1,-6,-5,2
Cc1nc(-c2cccc(S(=O)(=O)N3CCCCCC3)c2)cs1,6,-3[20 µM],26,-1,0,-8,0,-2,-5
CCn1c2ccccc2c2nnc(SCC(=O)NC(CC(C)C)C(=O)OC)nc21 (stereo not drawn),-8,-20,34,-2,-9,-4,-3,0,0
CC1CCN(CCCNC(=O)CN2CCN(Cc3ccc(Cl)cc3)C2=O)CC1,-4,-13,-3,1,-16,10,-6,3,-18
CCC(C)NC(=O)c1ccc(CS(=O)(=O)c2ccc(OC)cc2)o1 (stereo not drawn),-7,-15,-23,-2,0,-2,0,-11,5
NC(=O)CSc1ncnc2c1cnn2Cc1ccccc1,0,-15[20 µM],-5,5,-23,-2,2,-1,-4
C=CCSc1nnc(CC(OC)OC)n1-c1ccccc1,-1,-16,-1,2,-4,-1,-1,-10,-8
NC(=O)C1CCN(C2OC(=O)c3ccccc32)CC1 (stereo not drawn),1,-13,0,1,-13,0,2,-7,-4
N#Cc1c(-c2ccccc2)nc(SCC(=O)Nc2ccccc2F)[nH]c1=O,8,-16,-15,-3,-8,3,-2,-4,-15
O=C1CC(N2CCC(c3nc4ccccc4o3)CC2)C(=O)N1 (stereo not drawn),1,-25,-11,0,9,4,4,1,-2
Cc1nn(CC(=O)NCc2ccc(C(=O)O)cc2)c(C)c1[N+](=O)[O-],4,-25,33,-1,1,0,2,0,5
Cc1nnsc1C(=O)NCc1c(F)cccc1Cl,-1,-34,1,0,-11,1,2,0,-6
CCc1cccc(NC(=O)c2ccc(Cn3c(=O)[nH]c4ccsc4c3=O)cc2)c1,-4,2,-6,-1,-17,5,-8,0,-5
O=C(/C=C/Nc1ccccc1F)c1ccc(Br)cc1,6,3,-21,-1,-1,4,-2,-7,-9
Cc1c(C(C)C)c(=O)n(-c2ccc(S(=O)(=O)NC3CCCCC3)cc2)n1C,-9,-28,23,-1,-9,1,3,-11,0
O=C(NC(=S)Nc1ccc(S(=O)(=O)Nc2nccs2)cc1)C1CC1,-6,-21,2,1,-10,6,-1,-4,-17
CC1CN(C(=O)Nc2ccc(F)cc2)C2(CCCCCC2)O1 (stereo not drawn),-5,-27,0,0,0,0,1,-4,-9
O=C(Nc1cnn(Cc2ccccc2)c1)NC12CC3CC(CC(C3)C1)C2,-6,-9[20 µM],29,1,7,-6,-5,-10,-6
CCOC(=O)c1c(C)oc2ccc(OC(=O)N3CCOCC3)cc12,0,-12,-6,0,-9,1,3,5,-12
Cc1nnc(N2CCN(Cc3ccccc3)CC2)[nH]c1=O,-6,-8[20 µM],15,-1,-6,1,-2,-5,-4
CCOC(=O)c1csc(NC(=O)C2CCCCC2)n1,-11,-23,-29,0,-5,10,2,-3,1
COc1ccc(C2CC(=O)C3=C(C2)Nc2ccccc2N(C(=O)CCC(=O)O)C3c2ccc(F)cc2)cc1OC (stereo not drawn),-55,9,-1,0,1,0,0,-2,-8
